NOD1 NF-kB reporter: inhibition of NOD1-driven NF-kB reporter – cell-based, luminescence, uHTS, primary screen (AID 1578) | 290,000 tested, 1% active | NOD1-driven NF-kB luciferase reporter cells, luminescence; higher % means a stronger effect | inhibition, % at 4 µM, or EC50 in µM where a hit was titrated; in the data active = inhibition mostly above about 36%, no sharp cut-off; inactive = mostly below about 34%;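 note: HEK-293T reporter cells stimulated with the NOD1 agonist gamma-tri-DAP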
NOD2 inhibition: inhibition of NOD2-driven NF-kB reporter – cell-based, luminescence, uHTS, HEK293 (AID 1566) | HEK293 NOD2/NF-kB luciferase reporter, luminescence; higher % means a stronger effect | one-dose inhibition, % at 4 µM; EC50 in µM for titrated hits | 290,000 tested, 0.63% active; note: many of its hits are not listed in these tables
KOR beta-arrestin-1: kappa opioid receptor blockers – cell-based, luminescence, uHTS (AID 1778); 290,000 tested, 0.091% active; KOR beta-arrestin recruitment, luminescence, antagonist mode; higher % means a stronger effect; inhibition, % at 10 µM; hits with a dose series show IC50 in µM; note: strong numbers were not always called active
Salmonella PhoP GFP: PhoP-dependent GFP reporter repression – Salmonella Typhimurium, primary screen (AID 1863); inhibition, % at 50 µM; hits with a dose series show IC50 in µM; 300,000 tested, 0.16% active; S. Typhimurium PhoP-regulated promoter GFP reporter, 4 h; higher % means a stronger effect;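 active = inhibition over 29.93%, a cutoff 3 SD above the screen mean, later confirmed by dose response; inconclusive = inhibition over 29.93% but no dose response follow-up; inactive = inhibition at most 29.93% or unconfirmed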;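 note: 0% = low Mg2+ inducing control and 100% = high Mg2+ repressing control; strong numbers were not always called active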
KOR beta-arrestin-2: KOR agonists, beta-arrestin recruitment, primary screen, cell-based, luminescence, uHTS (AID 1777) | KOR beta-arrestin recruitment, luminescence; higher % means a stronger effect | one-dose activation, % at 10 µM; EC50 in µM for titrated hits | 280,000 tested, 0.02% active; in the data active = activation above about 50%, passing the limit was not always enough; note: a part of the inactive calls stands beside numbers as strong as those of hits
SIAH1 antagonists: Siah-1 peptide-binding antagonists, primary screen, biochemical, fluorescence polarization, rhodamine-plectin, uHTS (AID 1817); Siah-1 / rhodamine-plectin peptide fluorescence polarization; higher % means a stronger effect; 290,000 tested, 0.02% active; one-dose displacement, % at 20 µM; IC50 in µM for titrated hits;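 active = displacement of at least 50% at 20 µM, with a fluorescence ratio check between 0.3 and a set limit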;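 note: plate controls were Siah plus tracer with DMSO for no effect and tracer alone without Siah for full effect; strong numbers were not always called active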
LYP inhibition: inhibitors of LYP phosphatase, biochemical, fluorescence intensity, uHTS (AID 1779); recombinant LYP phosphatase, fluorescence intensity; higher % means a stronger effect; one-dose inhibition, % at 11.5 µM; IC50 in µM for titrated hits; 290,000 tested, 0.054% active;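 note: plate controls were vehicle with enzyme for no effect and no enzyme for full effect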
Myeloid diff 2: myeloid differentiation induction; ER-HoxA9 myeloid progenitors, lysozyme-GFP differentiation, flow cytometry; calls only at 10 µM; 360,000 tested, 1% active; AID 624256;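 active = normalized GFP-positive differentiation at or above the plate's own cutoff, the solvent-only control mean plus 3 SD; inconclusive = no clear call, values can overlap the other calls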;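 note: cells exposed to compound for four days before flow analysis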
HIV peptide binding: inhibitors of HIV fusion peptide binding, primary screen, biochemical, uHTS, fluorescence dequenching (AID 1986). cell-free peptide binding, fluorescence dequenching, 30 min; higher % means a stronger effect. inhibition, % at 20 µM; hits with a dose series show IC50 in µM. 290,000 tested, 0.3% active; in the data active = inhibition mostly above about 52%, no sharp cut-off; inactive = mostly below about 76%; note: some results filed as inactive read as strong as hits
Myeloid diff 2 GFP+ MAC1+ %: recorded beside Myeloid diff 2, whose call it bears; GFP+ MAC1+ double positive, %; measured here: differentiation confirmed by MAC1 staining
* = called active by the depositor; i = inactive; ? = inconclusive; . = not tested or not shown; & = joins results of further samples; [ ] = remark or other dose. Cut-off read from the data, not from the text of the source, unless noted: active = inhibition above about 50%; inactive = the rest. A portion of the library, so the mix of outcomes need not match the whole.

SMILES | NOD1 NF-kB reporter | NOD2 inhibition | KOR beta-arrestin-1 | Salmonella PhoP GFP | KOR beta-arrestin-2 | SIAH1 antagonists | LYP inhibition | Myeloid diff 2 | Myeloid diff 2 GFP+ MAC1+ % | HIV peptide binding
Cc1nc2c3cc(F)ccc3n(CCN3CCCCC3)c2s1 | -21.2% | -21.0% | -86.5% | -2.0% | 4.0% | 1.1% | -4.3% | i | 0.3 | -1.2%
O=C(/C=C/c1ccc(-c2cccc([N+](=O)[O-])c2)o1)N1CCOCC1 | -5.0% | -20.1% | 6.4% | -3.7% | 3.2% | -5.3% | -2.5% | i | 0.2 | -0.5%
CCc1nnc(NC(=O)CSc2nnc(CNC(=O)c3ccccc3F)n2C)s1 | -47.7% | -2.0% | -9.2% | 3.7% | -5.2% | 4.6% | -11.7% | i | 1.1 | -1.4%
CN(C(=O)CC1C(=O)NCCN1CC1CCCCC1)C1CCOCC1 (stereo not drawn) | -10.6% | -6.1% | -1.5% | -14.9% | -0.7% | -2.0% | -3.3% | i | 0.4 | 0.2%
COc1ccc(CCNC(=O)COC(=O)COc2c(C)cc(C)cc2C)cc1OC | -17.4% | 7.6% | -24.3% | -3.6% | 6.1% | -2.3% | -7.8% | i | 1.1 | -0.2%
O=C(CNS(=O)(=O)c1cccs1)N1CCCCC1 | 0.4% | -15.4% | -13.5% | -1.7% | -1.0% | -5.9% | -11.9% | i | 3.5 | 1.8%
O=C(CN1N=C(c2ccccc2)CCC1=O)NCCN1CCc2ccccc2C1 | -18.6% | 13.8% | -16.9% | 1.0% | 3.0% | 0.8% | -5.5% | i | 0.3 | -0.1%
CCCc1cc(=O)oc2cc(C)cc(OCC(=O)Nc3cccnc3)c12 | -1.4% | 20.4% | 3.0% | 8.1% | 0.7% | -0.9% | -17.3% | i | 0.0 | 1.6%
O=C(N/N=C/c1c[nH]c2ccccc12)c1ccc(O)c(O)c1 | -5.6% | 2.0% | -31.4% | 3.1% | 2.1% | -7.2% | -2.4% | i | 0.4 | 8.9%
COc1cccc(N(CC(=O)NCCSCc2ccc(C)cc2)S(C)(=O)=O)c1 | -17.3% | -6.6% | 28.9%[20 µM] | -1.4% | 2.3% | -2.9% | -11.0% | i | 0.3 | -0.4%
COc1ccc(CCNC(=O)c2ccc3nc[nH]c3c2)cc1 | -13.8% | 6.9% | -13.2% | -6.0% | -2.9% | -4.4% | -6.3% | i | 0.9 | -1.2%
COc1ccc(-c2cc(C(F)F)n3ncc(C(=O)n4ccnc4C)c3n2)cc1 | -28.8% | 6.9% | -7.3% | -5.5% | 4.2% | 13.7% | -3.1% | i | 0.3 | -1.7%
COc1ccc(CCn2c(=N)c(S(=O)(=O)c3ccc(C)cc3)cc3c(=O)n4ccccc4nc32)cc1 | -13.2% | 19.0% | 4.3% | -48.0% | -3.5% | 6.0% | -3.8% | i | 4.3 | 15.9%
CCOC(=O)C1(C)C=C(Nc2ccccc2)C(=O)N1c1ccccc1 (stereo not drawn) | -4.9% | 12.2% | -16.4%[20 µM] | -1.2% | . | -5.9% | -5.5% | i | 0.5 | -0.5%
CC(C)Cn1cnc2c1c(=O)n(CC(=O)Nc1ccc3c(c1)OCO3)c(=O)n2Cc1ccccc1 | 19.0% | 9.5% | -9.6% | -6.1% | -0.1% | 1.9% | 4.0% | i | 0.6 | -1.3%
CC(=O)N1CCN(c2ccc(OC[C@H]3CO[C@](Cn4ccnc4)(c4ccc(Cl)cc4Cl)O3)cc2)CC1 | 4.8%&-7.6% | 29.7%&11.0% | 5.1%&3.4% | -5.3%&-0.6%&6.6% | 0.3%&-2.1% | -1.4%&4.8% | -0.4%&-3.4% | i | 5.1 | -2.1%&-3.3%
CCOC(=O)COn1c(=O)c(C)[n+]([O-])c2ccccc21 | -9.1% | 15.7% | 22.0% | -1.9% | 1.8% | -1.6% | -0.9% | i | 1.8 | 11.3%
O=C(CCNS(=O)(=O)c1ccc(Cl)cc1)N1CCC2(O)CCCCC2C1 (stereo not drawn) | 1.9% | -0.5% | -24.4% | 15.2% | -1.9% | -2.5% | -10.6% | i | 1.5 | 0.6%
COc1ccc(S(=O)(=O)N2CCC(C(=O)NCCC(=O)NCc3ccncc3)CC2)cc1 | -18.3% | 3.5% | -9.3% | -13.0% | 0.9% | -4.3% | -10.1% | i | 2.8 | 1.0%
COc1ccc(Cn2ccnc2CO)cc1[N+](=O)[O-] | 21.9% | 9.4% | -38.0%[20 µM] | 5.6% | . | -8.5% | -12.1% | i | 0.1 | -3.5%
COc1ccc(O)c(C2=Nc3ccccc3N=C(c3ccccc3)C2)c1 | -8.1% | 3.1% | 9.6% | -3.2% | -0.5% | -1.1% | 4.0% | i | 0.5 | -1.4%
CCN(C(=O)CCc1nnc2ccc(NCc3ccco3)nn12)c1ccccc1 | -5.1% | 24.3% | -0.8% | -1.8% | -2.1% | 5.0% | -11.2% | i | 2.0 | -2.0%
Cc1nn(Cc2ccccc2)c(C)c1C(=O)NCCN1C(=O)S/C(=C\c2ccccc2)C1=O | -14.5% | 1.2% | 12.5% | -7.6% | 0.5% | 3.8% | -2.9% | i | 1.7 | -2.4%
CC1=C(C(=O)NCCN2CCOCC2)C2(CCC(C)CC2)OC1=O (stereo not drawn) | -24.7% | 5.0% | 7.5% | 8.4% | -3.8% | 4.0% | -3.2% | i | 0.3 | -2.6%
C/C(CC(=O)NCc1ccco1)=N\NC(=O)COc1ccc(Cl)cc1Cl | -23.4% | -35.1% | -45.3% | -8.4% | 1.9% | 1.9% | -1.9% | i | 0.5 | -1.6%
CC(C)(O)C(O)COc1c2ccoc2cc2oc(=O)ccc12 (stereo not drawn) | -16.7% | 20.8% | 15.1% | -5.1% | -2.8% | -0.5% | -2.9% | i | 2.5 | 2.9%
CCOC(=O)CCC(NC(=O)CCCCCCCC(=O)NC(CCC(=O)OCC)C(=O)OCC)C(=O)OCC (stereo not drawn) | -18.9% | -4.7% | -3.7% | 13.5% | 10.1% | 7.5% | -3.5% | i | 0.4 | 0.7%
COc1ccc(CN2CCN(CCc3ccccc3)C(CCO)C2)c(Cl)c1OC (stereo not drawn) | -30.1% | -27.8% | 20.4%[20 µM] | -4.7% | -6.3% | 3.0% | -7.3% | i | 0.2 | -0.3%
Cc1ccc(CNC(=O)CCn2ccc3cc(S(=O)(=O)N4CCCC4)ccc32)cc1 | -2.5% | 14.5% | 17.0% | 4.8% | -0.9% | 3.7% | -11.0% | i | 0.6 | 0.0%
Cc1cc(C)c(-c2cc(NC(=O)CSc3nncn3C)n(-c3ccccc3)n2)cc1C | -17.0% | -4.7% | -12.0% | 3.3% | 4.6% | -5.0% | -7.5% | i | 0.7 | 0.1%
O=[N+]([O-])c1nn(-c2ccccc2)[n+]([O-])c1N1CCN(c2ccccc2F)CC1 | -27.3% | -12.6% | 8.0% | -5.8% | -1.5% | 5.3% | -1.1% | i | 0.2 | 10.1%
Cc1cc(C(=O)NC2Cc3ccccc3C2)c(C)o1 | -13.0% | -74.1% | -13.4% | -7.1% | 1.2% | -3.6% | -6.4% | i | 0.6 | -2.5%
COC(=O)c1[nH]c2ccccc2c1NC(=O)C(C)N1CCN(C(=O)c2ccco2)CC1 (stereo not drawn) | 3.9% | -19.7% | 16.8% | -1.9% | -3.2% | 3.9% | -6.5% | i | 0.5 | 0.8%
Cc1cccc(Nc2nc(N)nc(CN3CCN(Cc4ccc5c(c4)OCO5)CC3)n2)c1 | 2.8% | -1.0% | -47.4% | 6.2% | -5.2% | -2.7% | -4.7% | i | 1.1 | 7.2%
O=C(NC1CCCCC1)N1CCCC(c2nc(-c3ccc(S(=O)(=O)N4CCCC4)cc3)no2)C1 (stereo not drawn) | 2.2% | 15.1% | -20.1% | -15.3% | -2.5% | 2.2% | -1.5% | ? | . | 2.7%
CCCC1CCC(C2=N/C(=C\c3ccc(OC)c(OC)c3)C(=O)O2)CC1 (stereo not drawn) | -18.0% | 2.3% | 8.0% | 3.0% | -4.6% | 3.5% | 2.6% | i | 2.4 | 2.5%
COc1ccc(CNC2CC(C)N(C)CC2C)cc1OC (stereo not drawn) | 16.1% | 12.2% | -17.8%[20 µM] | -4.5% | 9.4% | 4.9% | -5.8% | i | 0.1 | 2.6%
CCCCCCc1cc2cc(C(=O)Nc3cccc(OC)c3)c(=O)oc2cc1O | 59.9% | 1.7% | -17.4% | -1.8% | 10.4% | 0.8% | 7.2% | i | 0.4 | 4.0%
COc1ccc(-n2c(C)cc(C(=O)Cn3nnc4ccccc4c3=O)c2C)cc1 | -29.1% | 2.9% | -11.9% | -3.5% | -3.4% | 0.7% | 3.4% | i | 2.6 | -3.1%
CCOC(=O)N1CCC(NC(=O)C2CCN(c3nc(-c4ccc(OC)cc4)no3)CC2)CC1 | 42.3% | 26.5% | -9.5% | -18.6% | -1.0% | -2.2% | -12.3% | i | 0.7 | 1.7%
CN(CC(=O)Nc1ccccc1C(=O)N1CCCC1)S(=O)(=O)c1ccc(Br)cc1 | -16.7% | 3.7% | 2.6% | -13.2% | -5.5% | -3.5% | -3.0% | i | 0.8 | 3.4%
CC1CN(C(C)C(=O)NC(c2ccccc2)c2ccccc2)CC(C)O1 (stereo not drawn) | -16.4% | 14.1% | -33.8% | -7.7% | 2.1% | 1.2% | -5.5% | i | 1.8 | 0.7%
Cc1c(C=O)c2ccccc2n1CCOc1ccccc1F | 40.9% | 37.2% | -53.4%[20 µM] | -4.4% | 0.5% | 14.4% | -4.8% | i | 0.3 | 1.1%
COC(=O)C(C#N)c1nc2ccccc2nc1N1CCCC1 (stereo not drawn) | 4.4% | 7.7% | 21.0% | -11.9% | . | 0.4% | -6.9% | i | 0.6 | -2.4%
COc1ccc(C2C/C(=N\O)C(C)(C)O2)cc1 (stereo not drawn) | -16.7% | -4.8% | -36.9% | -0.3% | -2.8% | -4.3% | -10.5% | i | 0.6 | -1.6%

4 entries out of the list, arranged by heavy-atom count, high to low.
SMILES | NOD1 NF-kB reporter | NOD2 inhibition | KOR beta-arrestin-1 | Salmonella PhoP GFP | KOR beta-arrestin-2 | SIAH1 antagonists | LYP inhibition | Myeloid diff 2 | Myeloid diff 2 GFP+ MAC1+ % | HIV peptide binding
COc1ccc(CCn2c(=N)c(S(=O)(=O)c3ccc(C)cc3)cc3c(=O)n4ccccc4nc32)cc1 | -13.2% | 19.0% | 4.3% | -48.0% | -3.5% | 6.0% | -3.8% | i | 4.3 | 15.9%
CCOC(=O)N1CCC(NC(=O)C2CCN(c3nc(-c4ccc(OC)cc4)no3)CC2)CC1 | 42.3% | 26.5% | -9.5% | -18.6% | -1.0% | -2.2% | -12.3% | i | 0.7 | 1.7%
CCc1nnc(NC(=O)CSc2nnc(CNC(=O)c3ccccc3F)n2C)s1 | -47.7% | -2.0% | -9.2% | 3.7% | -5.2% | 4.6% | -11.7% | i | 1.1 | -1.4%
O=C(/C=C/c1ccc(-c2cccc([N+](=O)[O-])c2)o1)N1CCOCC1 | -5.0% | -20.1% | 6.4% | -3.7% | 3.2% | -5.3% | -2.5% | i | 0.2 | -0.5%

Source: PubChem (several laboratories)
